Screening results from PubChem BioAssay.
A549 viability: A549 cytotoxicity, counter-screen for Nrf2 inhibitors; A549 ARE-Fluc cells, CellTiter-Fluor viability, 18-24 h; Potency, µM (highest dose often 46 µM), for the others: top-dose activity change, negative = cytotoxicity, hits mostly inhibitors; 0.16% of 390,000 active; AID 504648; note: potency is the fitted concentration of half-maximal effect; % is set by controls: 0 for no effect and ±100 for the full control effect
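A549 ARE_Fluc cells in 5% FBS OPTI-MEM were exposed to compounds in concentration-response for 18-24 h at 37 deg C. Viability was read by CellTiter-Fluor fluorescence (Ex 405/Em 525) after 30 min, before the luciferase read.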
ATXN2 expr inh: reduces ATXN2 reporter expression in HEK-293 cells. HEK-293 ATXN2-luciferase reporter, luminescence, 24 h. Potency, µM (series often up to 57 µM), for the others: top-dose activity change, negative = inhibition, usual class: inhibitors. 0.72% of 360,000 active; note: potency is the fitted concentration of half-maximal effect; % is set by controls: 0 for no effect and ±100 for the full control effect; nearly all actives have a fitted effect of over 55% in size
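qHTS (up to 57 uM final) was run with 24 h compound exposure of reporter cells at 37 °C. Each well was multiplexed: SteadyGlo luminescence measured ATXN2-luciferase expression after a fluorogenic Gly-Phe-AFC viability readout (25 uM final).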
HepG2 viability: kills HepG2 cells in TGF-b inhibitor counter-screen; HepG2 CAGA-GFP viability, ATP luminescence, 18 h; Potency, µM (top dose mostly 46.1 µM), without a hit: at the highest dose activity change, negative = cytotoxicity, hits mostly cytotoxic; 0.76% of 410,000 active; note: potency is the fitted concentration of half-maximal effect; some results filed as inactive show a strong effect at the top dose
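CellTiter-Glo luminescence gave cytotoxicity after 18 hours at 37 degrees C. The cells were HepG2 CAGA-GFP in 1% FBS DMEM, stimulated with 500 pg/mL TGF-beta after compound addition. %Activity was normalised to no-cell wells (complete cell-killing) and DMSO (no toxicity), and curves were fitted and classified.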
Nrf2 block: Nrf2 pathway inhibition; AID 504444; 2.1% of 360,000 active; A549 ARE-Fluc reporter, luciferase luminescence, 18-24 h; Potency, µM (doses to about 46 µM), without a hit: top-dose activity change, negative = inhibition, hits mostly inhibitors; note: potency is the fitted concentration of half-maximal effect; % is set by controls: 0 for no effect and ±100 for the full control effect; nearly all actives have a fitted effect of over 60% in size
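In this cell-based qHTS, ARE-driven firefly luciferase in A549 cells reports Nrf2 activity; the luminescent signal after BugLite lysis is the measured value, with a prior CellTiter-Fluor read for cell health.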
IL-1B inflam inh: inhibitors of inflammasome signaling (IL-1 beta secretion) | AID 743279 | activity change, % at 57.5 µM | 4.7% of 360,000 active | THP-1 LPS/ATP IL-1B secretion, AlphaLISA, 16 h; hits give low values; in the data active = activity change below about -50%; inconclusive = mostly about -30% to -49%; note: % is set by controls: 0 for no effect and ±100 for the full control effect
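Secreted IL-1B measured by AlphaLISA bead assay after 16 h compound exposure of THP-1 cells; compounds (final up to 57.5 uM) added 1 h before LPS (250 ng/mL) and ATP (1.25 mM) stimulation; lower signal means less secretion.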
S2 tox: reduces viability in counter-screen for ATXN expression inhibitors. S2 cells (HEK-293 line with an ATXN2-luciferase reporter) viability, CellTiter-Fluor protease fluorescence, 24 h. Potency, µM (top dose mostly 56.7 µM), most hits filed as cytotoxic. 0.49% of 400,000 active. AID 651635; note: potency is the fitted concentration of half-maximal effect; nearly all actives have a fitted effect of over 40% in size
Nrf2 ARE act: activators of Nrf2 (ARE) signaling | AREc32 ARE-luciferase reporter (MCF7-derived line), luminescence, 24 h | Potency, µM (series often up to 46.1 µM), without a hit: at the top dose activation, most hits filed as activators | 0.31% of 410,000 active | AID 624171; note: potency is the fitted concentration of half-maximal effect; % of control where 0% means no effect; nearly all actives have a fitted effect of over 65% in size
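Cells of the AREc32 ARE-luciferase line are plated in OPTI-MEM containing 5% FBS and left overnight at 37 deg C. Compounds are pinned in, incubation continues 24 hr, and firefly luciferase signal is then measured.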
MCF10A rerep: DNA re-replication induction in MCF 10a cells | Potency, µM (top dose mostly 46.1 µM), inactives show at the top dose activity, positive = re-replication, most hits filed as activators | 2.9% of 350,000 active | MCF 10A DNA re-replication, Hoechst nuclear intensity, 48 h; note: potency is the fitted concentration of half-maximal effect; % of control where 0% means no effect; nearly all actives have a fitted effect of over 50% in size
TGFb SMAD3 inh: blocks TGF-b signaling; HepG2 CAGA-GFP TGF-b/SMAD3 reporter, GFP fluorescence, 18 h; TGF-beta stimulated, 500 pg/mL final; Potency, µM (series often up to 46.1 µM), inactives show at the top dose activity, negative = inhibition, actives largely listed as inhibitors; 1.2% of 410,000 active; AID 588855; note: potency is the fitted concentration of half-maximal effect; % is set by controls: 0 for no effect and ±100 for the full control effect; nearly all actives have a fitted effect of over 65% in size
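Per well, imaged GFP fluorescence of HEPG2 CAGA-GFP cells gives the signal; cells get compound, then TGF-beta (500 pg/mL final), 18 h at 37 degrees C; %Activity versus -TGF-beta and +DMSO controls.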
An asterisk follows results filed as active; i = inactive; ? = inconclusive; / = no result given; [ ] = dose if it differs, or a comment. Unless noted, calls come from the whole dose curve; as a rule, active = well fitted curve in the direction sought with a large enough effect; inconclusive = small, poorly fitted or top-dose-only effect, or another doubt; inactive = no such curve, though single readings can be large; an effect the other way counts as inactive or inconclusive. Compounds were not picked by outcome; about 8.8% have a hit in one of these screens.

1) COc1cc(/C=N/Nc2nc3ccccc3[nH]2)cc(OC)c1O
2) CS(=O)(=O)N1CCCCC1c1cc(C(=O)NCc2ccccc2)no1 (stereo unspecified)
3) CCOc1ccc(NC(=O)CN(C)C(=O)Cc2sc(C)nc2-c2ccc(F)cc2)cc1OCC
4) Fc1ccc(-c2csc(Nc3ccccn3)n2)c(F)c1
5) C=CCn1c(SCC(=O)N(CC)C2CCS(=O)(=O)C2)nc2ccccc2c1=O (stereo unspecified)
6) CCC(=O)Nc1ccc2c(c1)ncn2-c1ccccc1C
screen / no. | 1 | 2 | 3 | 4 | 5 | 6
A549 viability | 5% | / | -4% | ? | -4% | 0%
ATXN2 expr inh | -7% | 12% | -9% | 50%[activator] | / | -15%[11.3 µM]
HepG2 viability | -30% | 5% | 8% | -36% | -28% | -71%
Nrf2 block | -4% | / | 1% | ? | -3% | -5%
IL-1B inflam inh | -99* | -19 | 6 | 0 | 14 | -5
S2 tox | i | i | i | i | i | ?
Nrf2 ARE act | ? | -0.4% | -0.1% | ? | 0.2% | -0.1%
MCF10A rerep | ? | / | 4% | ? | -4% | -4%
TGFb SMAD3 inh | ? | 4% | -11% | ? | -18% | -4%

7) C=CCN(C(=O)CNC(=O)c1ccco1)C(C(=O)NC1CCCCC1)c1cccnc1 (stereo unspecified)
8) CC(Sc1nc(N2CCOCC2)c2c(c1C#N)CC(C)(C)OC2)C(=O)Nc1ccccc1 (stereo unspecified)
9) O=C(O)c1cc(S(=O)(=O)N2CCCCC2)ccc1Cl
10) CCOC(=O)c1sc2ccccc2c1S(=O)(=O)NCc1ccc(F)cc1
11) COc1cccc(OC)c1C(=O)NCC12CC3CC(C1)CC(CNC(=O)c1c(OC)cccc1OC)(C3)C2
12) COc1ccc(Cl)cc1-c1csc(N)n1
screen / no. | 7 | 8 | 9 | 10 | 11 | 12
A549 viability | -1% | -1% | 7% | 6% | -17% | -8%
ATXN2 expr inh | -1% | 2% | 7% | 12% | -3% | /
HepG2 viability | 6% | 15% | -8% | -23% | 2% | 1%
Nrf2 block | -6% | ? | 2% | -24% | -26% | 0%
IL-1B inflam inh | 32 | 15 | -3 | / | 4 | -17
S2 tox | i | ? | i | ? | ? | i
Nrf2 ARE act | -0.1% | -0.6% | -0.6% | 4.6% | -0.6% | -0.8%
MCF10A rerep | -2% | -3% | 0% | / | 12% | 0%
TGFb SMAD3 inh | 19% | -11% | 18% | ? | -4% | 12%

13) CC(=O)c1cccc(N(CC(=O)N2CCCCC2)S(C)(=O)=O)c1
14) CSc1ccc(Cn2c(C)c(C(=O)NCc3cccc(Cl)c3)sc2=O)cc1
15) COc1cc(CCC(=O)N2CCN(c3ccccc3Cl)CC2)cc(OC)c1OC
16) Cc1cc(NC(=O)N2CCC(CN3CCOCC3)CC2)ccc1Br
17) CCOc1ccccc1CN1CCN(C2CCOCC2)CC1CCO (stereo unspecified)
18) CCN(CC)C(=O)CSc1nc(-c2ccccc2)cc(=O)[nH]1
screen / no. | 13 | 14 | 15 | 16 | 17 | 18
A549 viability | 2% | / | -1% | -6% | -10% | -8%
ATXN2 expr inh | 7% | -11% | -1% | / | 5% | -15%
HepG2 viability | 3% | -1% | 3% | -2% | -10% | -4%
Nrf2 block | -7% | / | -28% | -3% | -9% | 25%
IL-1B inflam inh | -11 | ? | 7 | / | 13 | 13
S2 tox | ? | i | i | / | i | i
Nrf2 ARE act | -0.4% | 4.3% | -0.7% | 4.1% | 0.1% | 0.4%
MCF10A rerep | -2% | / | 17% | / | 2% | -7%
TGFb SMAD3 inh | -5% | -24% | 7% | 0% | -10% | 5%

19) CC1=NN(C(=O)c2c(Br)cnn2C)C(O)(C(F)(F)F)C1 (stereo unspecified)
20) CSC1=N/C(=C\c2cccc(Cl)c2)C(=O)N1N(C)C
21) CN(C)S(=O)(=O)c1ccc(C(=O)NNC(=O)c2ccccc2-n2cccc2)cc1
22) O=C(O)CCC(NC(=O)c1ccc(Cl)cc1)C(=O)O (stereo unspecified)
23) O=C(O)CN1C(=O)/C(=C\c2ccccc2OCc2ccc(Cl)cc2Cl)SC1=S
24) O=C(CSc1ccccn1)Nc1nc2ccc(Br)cc2s1
screen / no. | 19 | 20 | 21 | 22 | 23 | 24
A549 viability | -8% | 11% | 5% | 1% | -11% | 7%
ATXN2 expr inh | -9% | / | / | -14% | ? | 38%[activator]
HepG2 viability | 5% | 16% | -4% | 9% | -21% | -17%
Nrf2 block | 2% | 12% | 10% | 7% | 5% | /
IL-1B inflam inh | 0 | 5 | -6 | 0 | 39 | -10
S2 tox | ? | i | i | i | i | i
Nrf2 ARE act | 0.0% | ? | -0.8% | -0.5% | 19%[9.22 µM] | 4.5%
MCF10A rerep | -10% | -1% | 0% | -3% | -2% | 5%
TGFb SMAD3 inh | 1% | 9% | 5% | 3% | -2% | 44%[activator]

25) C=CCc1ccc(OCCCN2CCCC(C)C2)c(OC)c1 (stereo unspecified)
26) Cn1nccc1C(=O)OCC(=O)Nc1ccccc1Cl
27) Cc1ccc(OCC(=O)Nc2nnc(S(=O)(=O)N3CCCCC3)s2)cc1
28) CC1CC1C(=O)N(C)CC(=O)Nc1ccc(Cl)c(C(F)(F)F)c1 (stereo unspecified)
29) CCOc1ccc(NC(=O)Nc2nnc(CC(=O)NCc3ccccc3)s2)cc1
30) CSc1ncc(Cl)c(C(=O)NCc2cccnc2)n1
screen / no. | 25 | 26 | 27 | 28 | 29 | 30
A549 viability | -5% | 11% | -3% | 0% | 0% | 6%
ATXN2 expr inh | -3% | 1% | / | -16% | ? | -4%
HepG2 viability | -22% | -6% | 0% | 3% | -6% | -12%
Nrf2 block | ? | 6% | -1% | -23% | -7% | 0%
IL-1B inflam inh | 8 | -4 | -19 | -22 | 8 | 10
S2 tox | i | i | ? | i | ? | i
Nrf2 ARE act | -0.4% | 2.9% | -1.2% | -0.6% | 4.0% | 4.3%
MCF10A rerep | 16% | -20% | -11% | 7% | -3% | -8%
TGFb SMAD3 inh | -17% | 37%[activator] | -10% | -3% | -20% | 10%

31) Cc1nc(SCC(=O)Nc2cc(S(=O)(=O)N3CCOCC3)ccc2Cl)nc(C)c1C
32) Cc1c(NS(=O)(=O)c2cc(C(=O)Nc3ccc(F)cc3Cl)ccc2Cl)c(=O)n(-c2ccccc2)n1C
33) COc1ccc(/C=C(\C#N)C(=O)OCC(=O)Nc2ccc(-c3nc4ccc(C)cc4s3)cc2)cc1
34) C#CCOC(=O)/C(=C/c1ccc(F)cc1)NC(C)=O
35) CCCCC/C=C/C1=CC(=O)C[C@H](c2ccc3c(c2)OCO3)C1
36) COc1ccc(N2CCN(C(=O)c3oc4ccccc4c3NC(=O)Cc3cccc(OC)c3)CC2)cc1
screen / no. | 31 | 32 | 33 | 34 | 35 | 36
A549 viability | 5% | -1% | -2% | -4% | 1% | -2%
ATXN2 expr inh | -13% | -4% | 12%[11.3 µM] | -26% | -11% | -13%
HepG2 viability | -9% | 9% | -2% | -26% | -22% | -8%
Nrf2 block | ? | -13% | -16% | 7% | 9% | -10%
IL-1B inflam inh | 0 | -10 | -25 | -2 | 7 | -22
S2 tox | i | i | i | i | i | i
Nrf2 ARE act | 3.6% | 3.4% | -0.1% | 0.0% | 18% | -0.2%
MCF10A rerep | 17% | 2% | 4% | -3% | 11% | 5%
TGFb SMAD3 inh | -9% | ? | -1% | -8% | ? | 15%

37) Nc1nnnn1/N=C/c1cc(Cl)ccc1O
38) COc1ccc2c(Cl)c(C(=O)NN3CCN(C)CC3)sc2c1
39) CCOC(=O)c1ccc(N(C(=O)c2ccco2)C(C(=O)NC2CCCC2)c2ccncc2)cc1 (stereo unspecified)
40) Cc1cccn2c(=O)nc(SCC(=O)Nc3cccc4ccccc34)nc12
41) O=C(COc1ccc([N+](=O)[O-])cc1)N(Cc1cccs1)C1CCS(=O)(=O)C1 (stereo unspecified)
42) COc1ccc(S(=O)(=O)N2CCCC(C(=O)N3CCN(C)CC3)C2)cc1Cl (stereo unspecified)
43) O=C(Cc1ccccc1)N/N=C/c1cc(Br)cc(Cl)c1O
screen / no. | 37 | 38 | 39 | 40 | 41 | 42 | 43
A549 viability | -1% | 0% | -12% | 3% | -2% | 0% | ?
ATXN2 expr inh | / | -15% | -10% | 0% | -12% | -3% | -27%[11.3 µM]
HepG2 viability | 0% | 4% | -2% | -3% | 4% | 1% | -16%
Nrf2 block | -1% | 16% | -9% | 5% | 15% | 9% | ?
IL-1B inflam inh | -7 | -7 | -3 | -6 | 7 | -6 | ?
S2 tox | / | / | i | i | i | ? | /
Nrf2 ARE act | -0.2% | 0.6% | 5.2% | ? | -0.6% | -0.4% | -0.3%
MCF10A rerep | 8% | 14% | -2% | 20% | 11% | 13% | ?
TGFb SMAD3 inh | 20% | 10% | -8% | 28% | 2% | -1% | -2%
